Bioassay records (PubChem)
AmpC detergent: qHTS Inhibitors of AmpC Beta-Lactamase (assay with detergent) | P00811 | AmpC hydrolysis of nitrocefin, absorbance 480 nm, 0.01% Triton | Potency, µM (doses to about 114 µM), for the others: top-dose activity change, negative = inhibition, hits mostly inhibitors | 370,000 compounds, 0.041% hits | AID 485294, 2010;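 note: potency is the fitted concentration of half-maximal effect; 0% = no-compound wells and -100% = no-enzyme wells; nearly all actives have a fitted effect of over 25% in size; some results filed as inactive show a strong effect at the top dose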
Target sequence (P00811 whole entry, looked up): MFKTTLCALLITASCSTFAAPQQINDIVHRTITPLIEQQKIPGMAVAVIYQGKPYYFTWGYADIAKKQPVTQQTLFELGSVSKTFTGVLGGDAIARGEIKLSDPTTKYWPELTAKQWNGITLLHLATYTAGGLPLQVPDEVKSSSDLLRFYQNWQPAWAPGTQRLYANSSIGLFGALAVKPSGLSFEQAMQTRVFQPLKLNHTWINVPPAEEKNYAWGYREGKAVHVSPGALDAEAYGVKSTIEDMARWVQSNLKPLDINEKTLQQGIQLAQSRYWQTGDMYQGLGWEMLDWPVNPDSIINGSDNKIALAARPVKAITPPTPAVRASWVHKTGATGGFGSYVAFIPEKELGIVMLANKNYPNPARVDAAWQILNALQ
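20 mM phosphate pH 7.0 + 0.01% (detergent screen) or 0.0001% Triton X-100; 5.3 nM AmpC reagent; cpd preinc 15 min RT; nitrocefin (800 uM stock) to start; A480 q20 s × 4 min; Activity was normalised to no-enzyme and no-compound control wells.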
Shiga toxin inh: A qHTS for Small Molecule Inhibitors of Shiga Toxin. 290,000 compounds, 9.2% hits. AID 2315, 2010. Vero cells, Shiga toxin protein synthesis inhibition reporter. inhibition, % at 38.7 µM; in the data active = inhibition mostly above about 28%, no sharp cut-off; inactive = mostly below about 43%; note: 0% is about no effect
Cycloheximide cs: Cycloheximide Counterscreen for Small Molecule Inhibitors of Shiga Toxin | cell reporter, cycloheximide protein synthesis inhibition counterscreen | max response, % | 300,000 compounds, 12% hits; in the data active = max response mostly above about 13%, no sharp cut-off; inactive = mostly below about 14%; note: read at 38.3 µM for the half of the compounds with a filed dose; 0% is about no effect
AMA1-RON2 inh: qHTS for Inhibitors of AMA1-RON; Towards Development of Antimalarial Drug Lead: Primary Screen; Plasmodium falciparum AMA1 (3D7) - RON2 peptide interaction; AlphaScreen AMA1-biotinylated RON2 peptide binding; 360,000 compounds, 0.2% hits; AID 720542, 2013; Potency, µM (series often up to 58.2 µM), without a hit: at the top dose activity change, negative = inhibition, hits mostly inhibitors;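 note: potency is the fitted concentration of half-maximal effect; 0% = vehicle wells and -100% = peptide control; nearly all actives have a fitted effect of over 45% in size; some results filed as inactive show a strong effect at the top dose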
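AMA1 (3D7) with his tag at 25 nM final met compounds first, then biotinylated RON2 peptide at 25 nM; detection used donor plus acceptor beads, 10 µg/mL apiece, read by AlphaScreen after 30 min at room temperature.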
FBPA Giardia inh: qHTS Assay for Inhibitors of Fructose-1,6-bisphosphate Aldolase from Giardia Lamblia; AID 2451, 2010; A8B2U2; Potency, µM (highest dose often 59.6 µM), inactives show at the top dose activity, negative = inhibition, hits mostly inhibitors; 290,000 compounds, 0.71% hits; purified Giardia FBPA; note: potency is the fitted concentration of half-maximal effect; % is set by controls: 0 for no effect and ±100 for the full control effect; nearly all actives have a fitted effect of over 55% in size
Target sequence (A8B2U2 whole entry, looked up): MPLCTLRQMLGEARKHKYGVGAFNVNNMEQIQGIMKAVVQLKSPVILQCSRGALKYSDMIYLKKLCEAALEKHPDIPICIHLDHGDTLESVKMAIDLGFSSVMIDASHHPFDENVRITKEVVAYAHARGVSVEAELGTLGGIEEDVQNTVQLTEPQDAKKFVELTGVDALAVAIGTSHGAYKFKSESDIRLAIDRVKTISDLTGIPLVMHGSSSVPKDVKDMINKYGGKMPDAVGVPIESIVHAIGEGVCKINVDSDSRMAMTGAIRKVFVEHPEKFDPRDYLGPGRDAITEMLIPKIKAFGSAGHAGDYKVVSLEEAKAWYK
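40 nM FBPA preincubated 10 min at RT with compound (up to 57.5 uM final), then substrate plus GAPDH/TPI/NAD/arsenate coupling and diaphorase/resazurin added. Fluorescence read after 20 min at RT, 525/598 nm.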
AmpC no deterg: qHTS Inhibitors of AmpC Beta-Lactamase (assay without detergent); Potency, µM (top dose mostly 57.1 µM), for inactives: top-dose activity change, negative = inhibition, actives largely listed as inhibitors; P00811; 330,000 compounds, 0.52% hits; AmpC nitrocefin hydrolysis, absorbance 480 nm, 0.0001% Triton;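 note: potency is the fitted concentration of half-maximal effect; plate controls were no compound for no effect and no enzyme for full effect; nearly all actives have a fitted effect of over 20% in size; some results filed as inactive show a strong effect at the top dose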
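20 mM phosphate pH 7.0 + 0.01% (detergent screen) or 0.0001% Triton X-100; 5.3 nM AmpC reagent; cpd preinc 15 min RT; nitrocefin (800 uM stock) to start; A480 q20 s × 4 min; Activity was normalised to no-enzyme and no-compound control wells.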
HCMV antiviral: qHTS Assay for inhibitors of the human cytomegalovirus (HCMV); HFF cells, HCMV-luciferase reporter, 72 h; hits give low values; 410,000 compounds, 4.5% hits; activity change, negative = inhibition, % at 57.5 µM; in the data active = activity change below about -60%; inconclusive = no clear call, values can overlap the other calls; inactive = above about -39%; note: % is set by controls: 0 for no effect and ±100 for the full control effect
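Inhibition of viral replication was scored as loss of reporter luminescence in HFFs infected with HCMV-luciferase (MOI 1 PFU/cell) for 72 h; compounds tested at 2 doses, normalized to buffer and Salinomycin controls.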
The depositor's hits bear a star; ? = inconclusive; / = no result given; & = joins results of further samples; [ ] = another dose, or the depositor's remark. Unless noted, calls come from the whole dose curve; as a rule, active = well fitted curve in the direction sought with a large enough effect; inconclusive = small, poorly fitted or top-dose-only effect, or another doubt; inactive = no such curve, though single readings can be large; an effect the other way counts as inactive or inconclusive.

SMILES	AmpC detergent	Shiga toxin inh	Cycloheximide cs	AMA1-RON2 inh	FBPA Giardia inh	AmpC no deterg	HCMV antiviral
COc1ccc(C2CC(c3ccc(OC)cc3)n3nc(NC(=O)c4cccs4)nc3N2)cc1 (stereo unspecified)	-10%	-14	0	60%[activator]	12%	-5%	-11
Cc1cccn2c(=O)c3cc(C(=O)NCCCN4CCOCC4)n(C)c3nc12	?	-8	-2	/	0%	-10%	/
Brc1ccc(-c2noc(-c3ccccc3)n2)o1	3%&0%	139*	61*	-2%	-4%	-17%	8&134
CCn1c(=O)c2sccc2n(Cc2cc(C(=O)OC)ccc2OC)c1=O	-5%	-15	-2	3%	14%	-12%	33
CCN(CC)c1ccc(/C=N/NC(=O)CN2CCCc3ccccc32)cc1	?	-11	1	?	-8%	-28%	11
COc1ccccc1NC(=O)CN(C)S(=O)(=O)c1ccc(F)cc1	-6%	-5	-2	10%	0%	-35%	-24
O=C(CSc1nnc(-c2ccc(Cl)cc2)o1)NNC(=O)c1ccncc1	-3%	/	/	149%[activator]	/	-9%	-18
CC1CCN(C(=O)CCc2nnc(-c3ccccc3)o2)CC1	1%	97*	43*	?	8%	-1%	33
O=C(/C=C/c1cc([N+](=O)[O-])ccc1OC(F)F)Nc1cccc2ccccc12	-13%	-8	-4	12%	-7%	-25%	-40
O=C(c1ccc(Cl)c(Cl)c1)N1CCC(=O)N(C(COCc2ccc(Cl)cc2)Cc2ccccc2)CC1 (stereo unspecified)	?	9	-5	-6%	-4%	68%[activator]	70
CSCC[C@H](NC(=O)[C@@H]1CCCN1C(=O)CNC(=O)[C@H](CCCCN)NC(=O)[C@H](Cc1cnc[nH]1)NC(=O)[C@H](CO)NC(=O)[C@H](CC(C)C)NC(=O)[C@H](CCCN=C(N)N)NC(=O)[C@@H]1CCCN1C(=O)[C@H](CCCN=C(N)N)NC(=O)[C@@H]1CCC(=O)N1)C(=O)N1CCC[C@H]1C(=O)N[C@@H](Cc1ccccc1)C(=O)O	/	-5	3	/	8%	/	/
CCN(CC)c1c([N+](=O)[O-])c(=O)oc2ccccc12	-10%	-7	-1	-8%	2%	-13%	12
O=C(c1ccc(N2CCCC2)c([N+](=O)[O-])c1)N1CCN(c2ccccn2)CC1	1%	38	-1	-2%	-3%	36%	-19
O=C1C=C(NNC(=O)c2ccncc2)CC(c2ccccc2)C1 (stereo unspecified)	7%	4	9	84%[activator]	-5%	-26%	?
CCN(C(=O)c1cc(S(=O)(=O)N2CCCC2)ccc1C)C1CCS(=O)(=O)C1 (stereo unspecified)	?	/	/	-3%	/	-24%	?
Cc1nn(C)c(C)c1-c1cccc2c1CCC(N(C)C)C2 (stereo unspecified)	/	14	-1	/	-1%	/	/
Cc1nc2nc(-c3ccccc3)[nH]n2c(=O)c1Cc1ccccc1	-15%	-13	-1	5%	5%	-18%	39
CC(=O)Nc1ccc(S(=O)(=O)N2CCC(NC(=O)c3ccccc3)CC2)cc1	?	38	-2	16%	-10%	-3%	-1
Cc1cc(C(=O)CSc2nnnn2-c2ccc(O)cc2)c(C)n1C	-7%	66*	25*	-4%	5%	-30%	2
Cc1sc2ncnc(N3CCOCC3)c2c1C	2%	-11	-2	-1%	1%	-9%	-66*
O=C(NC(Cc1ccccc1)C(=O)O)/C(=C/c1ccccc1)NC(=O)c1cccc(Br)c1 (stereo unspecified)	1%	-12	-3	7%	27%	-22%	1
O=C(CCN1C(=O)/C(=C/C=C/c2ccccc2)SC1=S)Nc1ccccn1	-9%	-23	-10	-12%	-5%	-24%	-65*
COc1ccc(C2CC(c3cccs3)=NN2C(=O)COC(=O)c2cncc(Br)c2)cc1OC (stereo unspecified)	2%	21	-3	-3%	-5%	86%[activator]	-31
COc1ccc(NC(=O)CN(C)C(=O)c2sc3ccccc3c2Cl)cc1	?	/	/	-17%	/	-24%	-38
CC(C)NC(=O)Nc1ccc2c(c1)C(=O)N([C@H](C)CO)C[C@H](C)[C@@H](CN(C)S(C)(=O)=O)O2	/	/	/	15%	/	-1%	-17
COc1cccc(CC(=O)N[C@@H](CCSC)c2nc3ccccc3[nH]2)c1	4%	-13	2	-9%	-1%	-25%	36
COc1ccc(CNC(=O)COC(=O)CCOc2ccc(C)cc2)cc1OC	-9%	/	/	22%	/	-7%	-32
O=C(c1cnc2c(c1)COc1ccc(Cl)cc1-2)c1ccccc1O	-5%&-8%	-5	-2	-2%	5%	-12%	-38&-38
CN(C)S(=O)(=O)c1ccc(Cl)c(NC(=O)COC(=O)CN2C(=O)C3CCCCC3C2=O)c1 (stereo unspecified)	?	-9	-2	10%	0%	-4%	-29
O=C(O)COCc1nc2ccccc2[nH]1	?	52	8	4%	6%	-3%	10
COc1ccc(NC2CCCN(C(=O)c3cccnc3)C2)cc1 (stereo unspecified)	-12%	26	5	0%	/	26%	0
O=C(COc1ccccc1)N1CCN(CC2CC3C=CC2C3)CC1 (stereo unspecified)	-9%	-4	-1	-17%	-22%	1%	?
O=C(N/N=C\c1ccc(Cl)cc1)c1sccc1-n1cccc1	-6%	70*	33*	6%	1%	-34%	4
Cc1ccccc1CSCCNC(=O)CN(c1ccc2c(c1)OCO2)S(C)(=O)=O	-11%	-10	-1	5%	1%	28%	-26
CCCC(O)(CCN(C)C)c1ccc(OC)cc1 (stereo unspecified)	1%	-7	-6	-3%	6%	-5%	-39
COc1cccc2cc3c(=O)n(-c4ccccc4)nc-3oc12	-13%	11	-5	-7%	0%	-23%	12
CCOC(=O)C1CCCN(S(=O)(=O)c2cc(C(=O)OC)n(C)c2)C1 (stereo unspecified)	?	-6	-4	4%	13%	-5%	-60*
COc1cc(NC(=O)c2ccnc(N)c2)cc(C(=O)Nc2cccc(C(F)(F)F)c2)c1	2%	2	-1	-21%	4%	-18%	21
CCOC(=O)CCCCCC(=O)Nc1ccc2c(c1)CC(=O)N([C@H](C)CO)C[C@H](C)[C@H](CN(C)S(=O)(=O)c1ccc(OC)cc1)O2	/	/	/	-2%	/	294%[activator]	-8
COc1cc(C(=O)N(Cc2ccc(F)cc2)C2CCS(=O)(=O)C2)cc(OC)c1OC (stereo unspecified)	-10%	-7	0	-2%	-15%	2%	24

Continued, starting with the last 2 of the part before.
SMILES	AmpC detergent	Shiga toxin inh	Cycloheximide cs	AMA1-RON2 inh	FBPA Giardia inh	AmpC no deterg	HCMV antiviral
CCOC(=O)CCCCCC(=O)Nc1ccc2c(c1)CC(=O)N([C@H](C)CO)C[C@H](C)[C@H](CN(C)S(=O)(=O)c1ccc(OC)cc1)O2	/	/	/	-2%	/	294%[activator]	-8
COc1cc(C(=O)N(Cc2ccc(F)cc2)C2CCS(=O)(=O)C2)cc(OC)c1OC (stereo unspecified)	-10%	-7	0	-2%	-15%	2%	24
O=C1NC(=O)C(c2ccccc2)(c2ccccc2)N1	0%&-14%&-7%	-8&-13&-15	-1&-1&-2	0%&-6%	-30%&-10%&2%&-18%	-10%&-12%&-32%	-36&-14&43
O=C(NCc1cccc(CNC(=O)Nc2cccc(O)c2)c1)Nc1cccc(O)c1	-5%	17	-1	0%	-8%	-48%	97
O=C(COC(=O)C1=COCCO1)Nc1cccc(S(=O)(=O)N2CCOCC2)c1	5%	-16	-4	1%	/	34%	22
COc1ccccc1CN1CC(C(=O)NCC2CCCO2)CC1=O (stereo unspecified)	-1%	19	5	10%	10%	-6%	9
Cc1ccc(-n2nc3c(c2NC(=O)c2ccc4c(c2)OCO4)CS(=O)(=O)C3)cc1C	3%	-31	-3	0%	/	-42%	-38
CC(C)OC(=O)CCC/C=C\C[C@@H]1[C@@H](CC[C@@H](O)CCc2ccccc2)[C@H](O)C[C@@H]1O	-9%	46	20	/	-10%	236%[activator]	/
COc1ccc(-c2nn(Cc3ccccc3)cc2C(=O)NC2CC2)cc1OC	-4%	/	/	-4%	/	-5%	-3
COc1ccccc1CNS(=O)(=O)c1cc2c3c(c1)CCN3C(=O)CC2	-14%&3%	/	/	-3%	/	-18%	-7&-16
Cc1ccc(OCCSc2ncnc3nc[nH]c23)cc1	3%	76	61*	26%	-8%	-11%	110
C=CCN1C(=O)c2ccc(C(=O)N(C)CC(=O)Nc3ccc(Br)cc3C)cc2C1=O	?	/	/	6%	/	3%	2
COc1ccc(C(C)=O)cc1CC(=O)Nc1cccc(S(=O)(=O)N2CCOCC2)c1	1%	/	/	2%	/	-30%	6
Cc1ccc(NC(=O)c2ccc3c(c2)OCCO3)cc1C	10%	21	15	-5%	-4%	-23%	-26
O=c1c2ccccc2c(C=NCCO)c(O)n1-c1ccccc1	1%	-8	-4	-9%	1%	-13%	19
CCOc1ccc(S(=O)(=O)Nc2cccc(C(=O)NCC3CCCO3)c2)cc1 (stereo unspecified)	-5%	/	/	0%	/	-28%	-28
Cc1ccc(-c2ccnc3c(Cl)c(C)nn23)cc1	2%	-5	-3	5%	4%	-19%	-22
CN(CC(=O)Nc1cccc(F)c1)CC(=O)Nc1cccc2ccccc12	/	/	/	65%[activator]	/	27%	0
COc1ccc(C2(C(=O)NC(C)C)CCCC2)cc1OC	-7%	13	3	-1%	0%	-10%	4
Cc1ccc(S(=O)(=O)NCCC(=O)N2CC(C)OC(C)C2)cc1 (stereo unspecified)	?	/	/	-1%	/	-12%	-17
NC(=S)N/N=C/c1ccccc1OCCSc1ccc(Cl)cc1	-2%	13	5	36%[activator]	-2%	-16%	-69*
O=C(NN1CCOCC1)c1ccc(F)cc1	-16%	-10	3	-4%	7%	-17%	75
COc1ccc(N2C(=O)C(F)(F)C2c2ccc(C)cc2)cc1OC (stereo unspecified)	?	-5	-1	9%	3%	-5%[11.4 µM]	-1
O=C(N/N=C/c1cccs1)C1COc2ccccc2O1 (stereo unspecified)	-2%	31	6	9%	7%	-34%	-10
COc1ccc(Cn2c(=O)c3[nH]cnc3n(-c3ccccc3C)c2=O)cc1	-3%	-9	0	11%	-10%	-10%	9
CC(C)CN1CCN(Cc2cn(C)c3ccccc23)CC1CCO (stereo unspecified)	-13%	-3	-1	1%	-2%	-10%	29
CCC(CC)c1nnc(NC(=O)c2cccc(S(=O)(=O)N3CCc4ccccc43)c2)s1	?	-5	3	16%	/	-11%	-39
Cc1ccc(C)c(Oc2ncnc(N)c2[N+](=O)[O-])c1	-5%	-3	8	1%	15%	-8%	?

Rows are unselected; any-hit rate near 16%.
